HIV peptide binding – inhibitors of HIV fusion peptide binding, primary screen, biochemical, uHTS, fluorescence dequenching (AID 1986); cell-free peptide binding, fluorescence dequenching, 30 min; higher % means a stronger effect; inhibition, % at 20 µM; hits with a dose series show IC50 in µM; 0.3% of 290,000 active; in the data active means inhibition mostly above about 52%, no sharp cut-off; inactive means mostly below about 76%; further: some results filed as inactive read as strong as hits
GPR55 LPI antagonism – GPR55 antagonists blocking LPI-driven arrestin recruitment, primary screen, imaging, U2OS, beta-arrestin-GFP, LPI agonist (AID 2013); U2OS GPR55 beta-arrestin-GFP translocation imaging, LPI antagonism; higher % means a stronger effect; inhibition, % at 10 µM; hits with a dose series show IC50 in µM; 0.13% of 290,000 active;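 active means spots per cell inhibited over 60%, with over 100 cells counted and total cytoplasm intensity under 500,000; inconclusive means wells with under 100 cells, flagged as likely toxic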;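 further: U2OS cells stably carrying GPR55 and arrestin-GFP stimulated by 5 µM LPI near EC80; imaged beta-arrestin-GFP aggregate spots per cell after agonist stimulation; plate controls were LPI-stimulated DMSO wells for no effect and DMSO wells without LPI for full effect; some results filed as inactive read as strong as hits; confirmed hits need IC50 under 10 µM and bright autofluorescent wells are also inconclusive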
KOR beta-arrestin-1 – kappa opioid receptor activators – cell-based, luminescence, uHTS, primary screen (AID 1777). activation, % at 10 µM, or EC50 in µM where a hit was titrated. 0.02% of 280,000 active. KOR beta-arrestin recruitment, luminescence; higher % means a stronger effect; in the data active means activation above about 50%, passing the limit was not always enough; further: a part of the inactive calls stands beside numbers as strong as those of hits
SIAH1 antagonists – blockers of Siah-1 interaction with plectin peptide – biochemical, fluorescence polarization, rhodamine-plectin, uHTS, primary screen (AID 1817) | 0.02% of 290,000 active | Siah-1 / rhodamine-plectin peptide fluorescence polarization; higher % means a stronger effect | displacement, % at 20 µM, or IC50 in µM where a hit was titrated;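 active means displacement of at least 50% at 20 µM, with a fluorescence ratio check between 0.3 and a set limit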;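 further: plate controls were Siah plus tracer with DMSO for no effect and tracer alone without Siah for full effect; strong numbers were not always called active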
GPR35 antagonists – inhibition of zaprinast-stimulated GPR35 beta-arrestin translocation – imaging, U2OS, beta-arrestin-GFP, zaprinast agonist, primary screen (AID 2058); U2OS GPR35 beta-arrestin-GFP translocation imaging, zaprinast antagonism; higher % means a stronger effect; inhibition, % at 10 µM, or IC50 in µM where a hit was titrated; 0.052% of 290,000 active;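 active means inhibition of at least 50% with at least 30 cells and total cytoplasm GFP at most 10,000,000; inconclusive means under 30 cells or total GFP of 10,000,000 plus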
KOR beta-arrestin-2 – kappa opioid receptor blockers – cell-based, luminescence, uHTS (AID 1778); KOR beta-arrestin recruitment, luminescence, antagonist mode; higher % means a stronger effect; inhibition, % at 10 µM; hits with a dose series show IC50 in µM; 0.091% of 290,000 active; in the data active means inhibition above about 50%; further: strong numbers were not always called active
NOD1 NF-kB reporter – NOD1 signaling inhibitors, primary screen, cell-based, luminescence, uHTS (AID 1578); NOD1-driven NF-kB luciferase reporter cells, luminescence; higher % means a stronger effect; one-dose inhibition, % at 4 µM; EC50 in µM for titrated hits; 1% of 290,000 active; in the data active means inhibition mostly above about 36%, no sharp cut-off; inactive means mostly below about 34%;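 further: HEK-293T reporter cells stimulated with the NOD1 agonist gamma-tri-DAP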
AID2073 – disruptors of CaV2.2 binding to Mint1 – biochemical, HTRF (AID 2073). HTRF protein-protein interaction, Mint1-CaV2.2; higher % means a stronger effect. one-dose inhibition, % at 20 µM; IC50 in µM for titrated hits. 0.19% of 290,000 active; in the data active means inhibition mostly above about 51%, no sharp cut-off; inconclusive means no clear call, values can overlap the other calls; inactive means mostly below about 53%; further: some results filed as inactive read as strong as hits
GPR55 activation – selective activators of receptor GPR55 – imaging, U2OS cells, beta-arrestin-GFP redistribution, primary screen (AID 1961); activation, % at 10 µM, or EC50 in µM where a hit was titrated; U2OS GPR55 beta-arrestin-GFP redistribution imaging; higher % means a stronger effect; 0.048% of 290,000 active;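 active means activation above 40% with more than 50 cells counted in the well; inconclusive means wells holding fewer than 50 cells, flagged as toxic or sparse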;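 further: U2OS osteosarcoma cells stably expressing GPR55 and beta-arrestin-GFP; plate controls were DMSO negative control for no effect and LPI positive control for full effect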
Active calls of the source: *; i = inactive; ? = inconclusive; nt = no result given; [ ] = dose if it differs, or a comment. These rows are one share of the data; rates above refer to the full screens.

SMILES	HIV peptide binding	GPR55 LPI antagonism	KOR beta-arrestin-1	SIAH1 antagonists	GPR35 antagonists	KOR beta-arrestin-2	NOD1 NF-kB reporter	AID2073	GPR55 activation
Cc1cccc2cc(COC(=O)c3ccccn3)c(=O)[nH]c12	1.5%	89%	-5.8%	0%	16%	12%	-1%	4%	-0.2%
Cc1ccc(C(=O)N/C(=C\c2cccnc2)C(=O)N2CCCC2)cc1	-1.3%	7%	-2.6%	3%	13%	-10%	-22%	0%	-0.2%
CCCCN(C(=O)CCC(=O)Nc1cc(C)on1)C(C(=O)NC1CCCC1)c1ccccc1OCC (configuration not stated)	-0.1%	8%	-4.4%	1%	-8%	-4%	-33%	-1%	0.0%
COc1cc(/C=N/Nc2ccccc2[N+](=O)[O-])ccc1OC(=O)c1ccccc1F	-2.4%	-14%	3.2%	-6%	4%	-30%	-42%	4%	-0.2%
CCOc1ccc(/C=c2\sc3nc(-c4ccco4)nn3c2=O)cc1OCC	22%	-12%	18%	-3%	-14%	-12%	-1%	32%	-0.3%
COc1cc(CC(=O)NCc2ccc3c(c2)OCO3)cc(OC)c1OC	-0.4%	-4%	3.4%	i	22%	3%	-14%	4%	-0.1%
CC(=O)Nc1ccc(S(=O)(=O)Nc2ccc3c(c2)n(C)c(=O)n3C)c(C)c1	1.4%	-5%	0.7%	5%	6%	-3%	-21%	-5%	-0.2%
CC(C)(C)OC(=O)[C@H](Cc1ccccc1)NC(=O)c1nc[nH]c1C(=O)N1CCc2ccccc2C1	0.8%	-6%	-4.6%	16%	-3%	-29%[20 µM]	-11%	-2%	0.0%
CC(C)c1nnc(NC(=O)C2CCCN2C(=O)Nc2ccc(F)cc2)s1 (configuration not stated)	-0.6%	7%	-2.5%	-5%	22%	-34%	6%	7%	0.0%
Cc1cc(C)c2cc(C#N)c(NCCCNC(=O)CCC(=O)O)nc2c1	1.0%	0%	6.0%	0%	-13%	-9%	-13%	0%	0.3%
Oc1ccc(Br)cc1/C=N/NC(=S)NCCc1ccccc1	12%	3%	6.9%	-4%	0%	-31%	14%	8%	0.3%
CCOC(=O)c1cnc(-c2ccccc2O)nc1Cl	18%	4%	8.4%	4%	-4%	16%	-23%	10%	-0.1%
O=C(O)CCN1C(=O)NC2(CCCC2)C1=O	-1.5%	-12%	-10%	2%	-13%	39%	-6%	-2%	-0.1%
Cc1ccc(-c2cn3cc(C)ccc3n2)cc1	-2.1%	11%	-2.0%	-5%	2%	11%	92%*	2%	-0.3%
Cc1ccc(Cn2ccc(=O)c(OCc3ccccc3)c2C)cc1	2.2%	-14%	-4.9%	4%	9%	1%	-28%	-7%	-0.1%
CCn1c(N)c(C(=O)NCCCOC)sc1=S	-1.1%	16%	-1.8%	-1%	4%	-8%	-6%	-37%	0.0%
CC1(C)CC(=O)C2=C(C1)OC(N)=C(C#N)C2c1cccs1 (configuration not stated)	-1.7%	4%	-7.8%	6%	-10%	-13%	-48%	?	0.9%
CCCCN1CN(Cc2ccccc2)CNC1=S	1.5%	-5%	-2.6%	8%	-7%	12%	-17%	-1%	0.1%
CCn1c(=O)c2ccccc2n(Cc2cccc(C)c2)c1=O	0.7%	-19%	-5.0%	6%	-8%	-38%[20 µM]	-29%	10%	-0.4%
Cc1ccc(N(C(=O)CNC(=O)c2ccco2)C(C(=O)NC2CCCC2)c2cccnc2)cc1 (configuration not stated)	1.3%	-8%	2.2%	-1%	11%	42%	-5%	-2%	1.3%

Exported field by field: four of the compounds above.
CCn1c(N)c(C(=O)NCCCOC)sc1=S
  HIV peptide binding = -1.1%
  GPR55 LPI antagonism = 16%
  KOR beta-arrestin-1 = -1.8%
  SIAH1 antagonists = -1%
  GPR35 antagonists = 4%
  KOR beta-arrestin-2 = -8%
  NOD1 NF-kB reporter = -6%
  AID2073 = -37%
  GPR55 activation = 0.0%

CC1(C)CC(=O)C2=C(C1)OC(N)=C(C#N)C2c1cccs1 (configuration not stated)
  HIV peptide binding = -1.7%
  GPR55 LPI antagonism = 4%
  KOR beta-arrestin-1 = -7.8%
  SIAH1 antagonists = 6%
  GPR35 antagonists = -10%
  KOR beta-arrestin-2 = -13%
  NOD1 NF-kB reporter = -48%
  AID2073 = ?
  GPR55 activation = 0.9%

CCCCN1CN(Cc2ccccc2)CNC1=S
  HIV peptide binding = 1.5%
  GPR55 LPI antagonism = -5%
  KOR beta-arrestin-1 = -2.6%
  SIAH1 antagonists = 8%
  GPR35 antagonists = -7%
  KOR beta-arrestin-2 = 12%
  NOD1 NF-kB reporter = -17%
  AID2073 = -1%
  GPR55 activation = 0.1%

CCn1c(=O)c2ccccc2n(Cc2cccc(C)c2)c1=O
  HIV peptide binding = 0.7%
  GPR55 LPI antagonism = -19%
  KOR beta-arrestin-1 = -5.0%
  SIAH1 antagonists = 6%
  GPR35 antagonists = -8%
  KOR beta-arrestin-2 = -38%[20 µM]
  NOD1 NF-kB reporter = -29%
  AID2073 = 10%
  GPR55 activation = -0.4%

Following part.
SMILES	HIV peptide binding	GPR55 LPI antagonism	KOR beta-arrestin-1	SIAH1 antagonists	GPR35 antagonists	KOR beta-arrestin-2	NOD1 NF-kB reporter	AID2073	GPR55 activation
O=C1COc2ccc(S(=O)(=O)Nc3cccc(Cl)c3)cc2N1	2.2%	-11%	-0.7%	3%	7%	-11%	-20%	-6%	-0.2%
COc1ccc(CCN2CN(S(=O)(=O)c3ccc(OC)cc3)c3nc4ccccc4nc32)cc1	13%	3%	5.2%	1%	-5%	15%	-8%	4%	-0.4%
CC(C)c1ccc(CN2CCN(C(=O)CCl)CC2)cc1	-0.8%	10%	4.0%	4%	-2%	-13%	-22%	-12%	1.2%
c1ccc2[nH]c(-c3cscn3)nc2c1	1.0%	7%	-1.6%	3%	-1%	-13%	-5%	16%	0.9%
CC(=O)NC1C(Oc2ccc(C=O)cc2)OC(COC(C)=O)C(OC(C)=O)C1OC(C)=O (configuration not stated)	1.0%	13%	nt	12%	5%	-40%[20 µM]	-44%	14%	0.3%
COc1ccccc1OCCNC(=O)c1ccc2c(c1)CCC2	-1.7%	12%	-0.1%	-2%	21%	-37%	-74%	0%	0.0%
COc1ccc(C(=O)OC(C)CN2CCOCC2)cc1OC (configuration not stated)	0.1%	5%	0.3%	8%	9%	22%	-6%	4%	-0.2%
CCOCCCNC(=S)NCCCNc1nc2cc3c(cc2cc1C#N)OCO3	1.7%	-3%	9.5%	-3%	-12%	-6%	-22%	-8%	-0.3%
COCCNC(=O)CN(CC1CCCO1)C(=O)CCC(=O)Nc1ccccn1 (configuration not stated)	-1.5%	5%	-1.4%	4%	4%	-10%	-8%	6%	-0.2%
c1ccc(Cn2ccnc2SCc2nnc(-c3ccccc3)o2)cc1	-1.3%	-18%	7.5%	-4%	-1%	-13%	-22%	-10%	0.2%
Cc1cccc(NC(=O)c2ccc3c(Cl)c4c(nc3c2)CCCC4)n1	2.1%	-5%	5.0%	0%	9%	-57%	-55%	6%	0.0%
CC(NC(=O)COC(=O)[C@@H]1CCCN1S(=O)(=O)c1ccccc1F)C12CC3CC(CC(C3)C1)C2 (some centres not stated)	2.2%	11%	0.1%	-3%	-7%	-43%	-22%	3%	-0.2%
COc1ccc(OC)c(NC(=O)N2CCCC(C(=O)c3ccccc3OC)C2)c1 (configuration not stated)	-2.0%	10%	nt	-6%	18%	2%[20 µM]	25%	-12%	-0.1%
COc1ccc(-c2nc3ccccc3c(=O)n2CCN2CCOCC2)cc1	0.3%	19%	-6.0%	5%	2%	10%	5%	-5%	0.0%
CC(C)(C)NC(=O)CSc1nnc(Cc2ccccc2)n1CC1CCCO1 (configuration not stated)	-0.3%	12%	-7.0%	7%	-2%	22%	-41%	3%	0.2%
COc1ccc(S(=O)(=O)Cc2ccc(C(=O)NCCCN3CCc4ccccc4C3)o2)cc1	1.0%	-11%	-1.2%	0%	7%	22%	8%	-4%	-0.1%
CCOC(=O)CSc1ccc2ccccc2n1	-0.1%	11%	-5.8%	-2%	-7%	-34%[20 µM]	-24%	-2%	0.2%
COc1ccc(C(=O)Nc2nnc(SCC(=O)NC3CCCC3)s2)c(OC)c1	2.4%	5%	-4.9%	6%	7%	20%	-30%	11%	-0.1%
O=C(Nc1c2c(nn1-c1ccccc1)CS(=O)(=O)C2)c1cccs1	-1.0%	-10%	2.5%	2%	-3%	-10%	-29%	-2%	0.0%
Cc1cc(C)c(C)c(C(=O)COC(=O)CNC(=O)CN2C(=O)c3ccccc3C2=O)c1C	-1.8%	4%	-5.0%	9%	-16%	-1%	-21%	8%	-0.2%
O=C(Nc1cc(C(F)(F)F)ccc1N1CCOCC1)c1cccnc1	0.1%	4%	0.1%	-2%	-9%	20%	0%	-7%	0.2%
O=C(Nc1cc2c3c(c1)C1CCCC1CN3CC1CCCC21)c1ccc([N+](=O)[O-])cc1 (configuration not stated)	-4.6%	9%	-3.9%	3%	-19%	-20%	3%	2%	-0.2%
CC(C)CN(CC(C)C)S(=O)(=O)c1cc([N+](=O)[O-])ccc1N1CCCCCC1	-1.1%	3%	-2.8%	6%	-2%	12%	17%	8%	-0.1%
COc1ccc(N2CCC(CNC(=S)Nc3cccc(C)c3)C2)cc1 (configuration not stated)	-0.7%	8%	-0.4%	-3%	-10%	23%	-22%	-13%	-0.2%
Cc1ccc(C)c(NC(=O)CCN2CCC(C)CC2)c1	1.0%	9%	-4.4%	2%	0%	0%	-9%	0%	-0.2%
O=[N+]([O-])c1ccc(-c2ccc(S(=O)(=O)NCCN3CCCC3)cc2)cc1	0.9%	1%	-2.0%	-3%	6%	-6%	8%	0%	-0.2%
Cc1cc2ncn(C(=O)c3c(-c4c(Cl)cccc4Cl)noc3C)c2cc1C	-0.6%	6%	9.5%	-1%	13%	-2%	3%	-2%	-0.2%
Cc1ccc(S(=O)(=O)NC(=O)c2cccn2C)cc1	0.9%	-16%	3.3%	-9%	-5%	-24%	-9%	8%	-0.1%
C/C(N)=C(/C#N)C(=O)CSc1nc2ccccc2[nH]1	1.1%	-6%	2.7%	0%	-10%	-46%	-46%	2%	0.3%
N#Cc1cccc(NC(=O)c2cncn2-c2ccccc2)c1	-1.1%	3%	5.7%	-2%	-8%	-34%	0%	5%	-0.1%
COC(=O)c1cccc(NC(=O)c2cc3sccc3n2C)c1	-2.3%	10%	2.3%	0%	5%	4%	-12%	0%	0.5%
COc1cc(/C=N/NC(=O)c2cc(-c3cccs3)nc3ccccc23)ccc1O	-1.9%	-28%	-3.3%	1%	-11%	9%	-14%	18%	-0.2%
CCCCNC(=O)CSc1nc2cc3c(cc2c(=O)n1CCCN(CC)CC)OCO3	-1.8%	7%	-2.2%	0%	-10%	26%	nt	0%	-0.1%
CN1C(=O)c2ccc(NC(=O)c3cccc4ccccc34)cc2C1=O	3.0%	3%	-2.7%	9%	6%	-10%	-10%	38%	0.5%
